AI-2 QS modul – modulators of Vibrio harveyi AI-2 quorum sensing system; 0.4% of 300,000 active; activity change, % at 7.5 µM; Vibrio harveyi JMH597 AI-2 luminescence/OD600 ratio, 9 h; active compounds read low; strain lacks LuxN and CqsS sensors; 0 = neutral-control median; in the data active means activity change below about -75%, passing the limit was not always enough; inconclusive means no clear call, values can overlap the other calls;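 further: luminescence divided by OD600 gain over 9 h not by final OD600 alone; inactives centre near 13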
aSyn 5UTR inh – MLPCN primary screen, SNCA 5' untranslated region. alpha-synuclein 5'UTR reporter, inhibitor activity. inhibition, % (tested at 7.5 µM). 0.82% of 300,000 active. AID 1813; in the data active means inhibition above about 60%; inconclusive means no clear call, values can overlap the other calls;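 further: H4 neuroglioblastoma cells stably carrying SNCA 5'UTR luciferase fusion; 0% = DMSO wells and 100% = positive control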
HIF activator – HIF pathway transcriptional activation; U2OS HRE-luciferase reporter, luminescence; normalized: DMSO 0%, desferrioxamine 100%; 0.32% of 300,000 active; activation, % at 7.5 µM (by protocol);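 active means mean activation of at least 10% of the iron chelator positive control signal, with at least half of replicates also reaching 10%; inconclusive means mean and replicate majority disagree about reaching 10%; inactive means mean and most replicates under 10%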
IEC-6 cytotox – kills IEC-6 intestinal cells in KLF5 counter-screen. IEC-6 cytotoxicity, luminescence viability. inhibition, % at 5 µM. 0.78% of 290,000 active. AID 1825; in the data active means inhibition above about 22%;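 further: 0% = plate median of test compound wells and 100% = cytotoxic reference compound wells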
HSP90 refold inh – blocks HSP90-mediated luciferase refolding in reticulocyte lysate; 0.91% of 290,000 active; inhibition, % at 5.6 µM; AID 1789; Rabbit reticulocyte lysate, luciferase refolding luminescence, 3 h;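 active means inhibition above the screen-wide mean plus 3 SD, computed separately per campaign, cut at about 16% in these data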;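 further: 0% = DMSO wells and 100% = 60 µM geldanamycin wells; inhibitors lower the luminescence because luciferase stays unfolded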
HDAC3 inh – human HDAC3 inhibition | recombinant HDAC3, fluorogenic peptide/trypsin coupled, fluorescence | O15379 | 0.15% of 320,000 active | inhibition, % at 8.3 µM; in the data active means inhibition above about 26%, passing the limit was not always enough; inconclusive means no clear call, values can overlap the other calls
Target sequence (O15379 whole entry, looked up): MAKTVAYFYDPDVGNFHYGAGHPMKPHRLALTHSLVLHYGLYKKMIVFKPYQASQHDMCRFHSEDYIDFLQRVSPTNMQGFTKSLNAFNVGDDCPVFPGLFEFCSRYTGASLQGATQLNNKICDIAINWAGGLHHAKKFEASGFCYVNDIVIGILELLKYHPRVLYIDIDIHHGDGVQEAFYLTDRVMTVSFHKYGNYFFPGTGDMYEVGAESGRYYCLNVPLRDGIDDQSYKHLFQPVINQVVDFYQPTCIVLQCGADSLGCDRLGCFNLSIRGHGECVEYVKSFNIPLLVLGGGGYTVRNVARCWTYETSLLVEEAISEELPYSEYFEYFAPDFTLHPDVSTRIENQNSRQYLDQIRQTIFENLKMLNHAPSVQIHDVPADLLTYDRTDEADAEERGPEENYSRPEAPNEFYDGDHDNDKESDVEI
Platelet DG rel – platelet dense granule release activity | inhibition, %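 (compounds screened at 7.5 µM in platelet-rich plasma)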 | AID 1663 | human platelet-rich plasma, SFLLRN dense granule ATP release, luminescence | 0.22% of 300,000 active;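 active means mean replicate score, as percent of positive control, at or above 50; inconclusive means mean below 50 but at least one replicate at or above 50; inactive means mean and every replicate below 50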
KLF5 inhibitor – inhibitors of KLF5 expression; DLD-1 KLF5 promoter-luciferase reporter, luminescence; inhibition, % at 5 µM; 0.23% of 290,000 active; AID 1700;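 active means inhibition above a per-plate limit of that plate's mean compound inhibition plus 3 SD, cut at about 60% in these data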;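 further: 0% = DMSO wells and 100% = LY294002 at 200 µM; higher means less KLF5 promoter-driven luciferase light; inactives centre near -14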
HSF1 activator – increases HSF-1 driven luciferase reporter signal; AID 504408; activation, % at 9 µM; 1.7% of 300,000 active; NIH3T3-HGL HSF-1 luciferase reporter, MG132, 8 h; 100% = twice DMSO control signal;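 active means mean replicate activation of at least 50% with a set share of replicates each reaching 50%; inconclusive means only one of those two conditions met; inactive means mean below 50% and too few replicates reaching it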;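 further: 0% = median of the neutral control wells and 100% = twice that signal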
HSF1 inhib – HSF1 inhibition | NIH3T3-HGL HSE-luciferase, MG132-induced, luminescence 8 h; active compounds read low | activity change, negative = inhibition, % at 7.5 µM (by protocol) | 0.77% of 300,000 active | AID 2098;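 active means more than half of replicate wells show activity change below -50%, luminescence cut by over half; inconclusive means some wells, but at most half, below -50%; inactive means no replicate well below -50%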;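 further: luciferase reports HSF-1 transcriptional activity via heat shock element; 0% = median of DMSO wells and -100% = zero luminescence signal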
An asterisk follows results filed as active; ? = inconclusive; / = no result given.

1	CCN(CC(=O)Nc1ccc(NC(C)=O)cc1)C(=O)c1ccc2ccccc2c1
2	C=CCc1cccc(CNc2cnc3ccccc3c2)c1O
3	COc1cc(O)oc1C=Nc1ccc(Cl)cc1
4	Cc1ccc(-n2sc3ccccc3c2=O)cc1
5	Cc1ccc(SCC(=O)c2c(C)nc3cc(C)ccn23)cc1
6	Cc1ccccc1/C=N/N=C1/NC(=O)CCS1

screen / no.,1,2,3,4,5,6
aSyn 5UTR inh,-4,-94,-64,-121,-12,11
HSP90 refold inh,/,-2,-1,-2,-1,2
HIF activator,-15,4.6,0.1,0.4,1.7,-1.1
HSF1 activator,15,15,-4,39,5,17
Platelet DG rel,-2,-5,-7,17,-3,7
HDAC3 inh,-5,2,13,52*,2,12
IEC-6 cytotox,/,0,8,-1,7,-1
KLF5 inhibitor,/,-99,14,-20,-10,-36
HSF1 inhib,-1,14,-1,6,6,2
AI-2 QS modul,11,-77*,-1,4,1,-1

7	CCOC(=O)CCCNC(=O)CN1CCC(c2nc3ccccc3s2)CC1
8	Cc1ccc(NC(=S)Nc2ccccn2)c(C)c1
9	COc1cccc(NC(=O)Cc2csc(NC(=O)Nc3ccccc3OC)n2)c1
10	O=C1CC(N2CCN(CCc3ccccn3)CC2)C(=O)N1c1ccc(Cl)cc1 (stereo not drawn)
11	CCOc1ccc(S(=O)(=O)Nc2cccc(C(=O)NCC(c3ccc(OC)cc3)N3CCOCC3)c2)cc1 (stereo not drawn)
12	COc1ccc(OC)c(-n2c(=S)[nH]c3cc(C(=O)N4CCN(c5ccccc5)CC4)ccc3c2=O)c1

screen / no.,7,8,9,10,11,12
aSyn 5UTR inh,2,-147,-3,3,-2,5
HSP90 refold inh,-1,1,/,0,2,2
HIF activator,0.0,2.0,0.4,0.4,-0.4,-0.1
HSF1 activator,-18,60*,20,12,-22,12
Platelet DG rel,-4,-4,6,-1,-5,-4
HDAC3 inh,16,-2,7,12,1,6
IEC-6 cytotox,2,7,/,6,-7,1
KLF5 inhibitor,-13,-48,/,-21,5,-7
HSF1 inhib,-4,22,12,4,-4,9
AI-2 QS modul,19,-1,6,13,13,7

13	COc1cc(OC)c(NC(=O)c2ccc3c(SCC(=O)O)c4c(nc3c2)CCCC4)cc1Cl
14	COc1cc(/C=C/C(=O)OCC(=O)NC(=O)NCc2ccccc2)ccc1OCC#N
15	Cc1nc(N)sc1N=Nc1c(C)n(C)n(-c2ccccc2)c1=O
16	CCOc1ccc(CCNC(=O)c2ccc(CS(=O)Cc3ccc(Cl)cc3)o2)cc1OCC (stereo not drawn)
17	O=c1[nH]c2cc3c(cc2cc1CN(CCO)S(=O)(=O)c1ccccc1)OCCO3
18	Cc1[nH]c2ccc(F)cc2c1CCN(Cc1cccnc1)C(=S)NC(C)(C)C

screen / no.,13,14,15,16,17,18
aSyn 5UTR inh,8,-3,16,19,-9,-5
HSP90 refold inh,3,-2,-1,-1,0,3
HIF activator,-13,-0.4,-0.3,0.2,-0.4,-0.7
HSF1 activator,18,-23,1,4,-16,-3
Platelet DG rel,4,-1,10,-3,-2,3
HDAC3 inh,/,1,/,0,-11,7
IEC-6 cytotox,-5,1,0,-10,5,-3
KLF5 inhibitor,7,-3,-11,-32,-22,-55
HSF1 inhib,1,-2,-2,-1,-6,0
AI-2 QS modul,14,11,11,-1,-2,8

19	COC(=O)c1cc(C(=O)OC)cc(-n2c(C)cc(C(=O)CC#N)c2C)c1
20	O=c1cc(CN2CCN(c3cccc(Cl)c3)CC2)c2cc(O)c(-c3ccccc3)cc2o1
21	CCCN1CCN(CCCNC(=O)c2ccc3c(Cl)c4c(nc3c2)CCCC4)CC1
22	Cc1cc(Cl)ccc1N(CC(=O)NCc1ccccc1)S(C)(=O)=O
23	CCCCOC(=O)Nc1ccc(C(C)C)cc1
24	COc1cc(C2/C(=C(\O)c3ccc4c(c3)OCCO4)C(=O)C(=O)N2Cc2ccco2)cc(OC)c1OC (stereo not drawn)

screen / no.,19,20,21,22,23,24
aSyn 5UTR inh,-8,-22,-56,9,-276,/
HSP90 refold inh,5,-2,7,-5,-4,-1
HIF activator,0.0,0.6,8.6,-0.6,5.0,/
HSF1 activator,/,14,160*,17,43,/
Platelet DG rel,0,-1,-7,1,-5,/
HDAC3 inh,-5,-5,2,5,3,14
IEC-6 cytotox,2,0,8,-6,-3,2
KLF5 inhibitor,18,15,-22,-20,-55,-58
HSF1 inhib,/,-2,112,2,22,/
AI-2 QS modul,6,20,3,9,2,31

25	O=C(Nc1cccc(S(=O)(=O)N2CCOCC2)c1)c1cnccn1
26	O=C1CC(N(C(=O)c2ccco2)c2cccc(Cl)c2)C(=O)N1c1cccc(Cl)c1 (stereo not drawn)
27	CCC(c1nnc(SCC(=O)N2CC(=O)Nc3ccccc32)n1Cc1ccccc1)N(C)C (stereo not drawn)
28	CN(C)C(=O)N1CCCC(C(=O)NCc2cccs2)C1 (stereo not drawn)
29	O=[N+]([O-])c1ccc(S(=O)(=O)c2ccccc2)nc1
30	CCSc1nnc(NC(=O)Cc2ccc(OC)c(S(=O)(=O)N3CCOCC3)c2)s1

screen / no.,25,26,27,28,29,30
aSyn 5UTR inh,4,-3,3,6,-48,2
HSP90 refold inh,4,0,3,-2,4,8
HIF activator,-0.7,0.2,0.3,-0.2,-0.6,-0.5
HSF1 activator,-16,8,-10,16,-96,-8
Platelet DG rel,5,-9,8,6,0,0
HDAC3 inh,3,0,-12,-4,1,-2
IEC-6 cytotox,-1,-6,3,-6,101*,0
KLF5 inhibitor,-8,-23,-21,-7,56,-7
HSF1 inhib,-7,6,-8,8,-96*,-4
AI-2 QS modul,-8,23,12,8,32,28

Only HSF1 inhib, Platelet DG rel and HIF activator, for three of the compounds above:
cpd	compound	HSF1 inhib	Platelet DG rel	HIF activator
26	O=C1CC(N(C(=O)c2ccco2)c2cccc(Cl)c2)C(=O)N1c1cccc(Cl)c1 (stereo not drawn)	6	-9	0.2
29	O=[N+]([O-])c1ccc(S(=O)(=O)c2ccccc2)nc1	-96*	0	-0.6
25	O=C(Nc1cccc(S(=O)(=O)N2CCOCC2)c1)c1cnccn1	-7	5	-0.7

Further results:
31	c1ccc(Oc2cc(-c3ccccc3)nc(-c3ccccc3)n2)cc1
32	COc1cccc(-n2cnc3sc4c(c3c2=O)CCC4)c1
33	Nc1nonc1-n1nnc(C(=O)N/N=C/c2cccnc2)c1CSC1=NCCS1
34	CCN(CC)CCOCCOC(=O)C(CC)(CC)c1ccccc1
35	COc1ccc(CNC(=O)Cc2csc(NC(=O)Nc3ccccc3OC)n2)cc1
36	O=C(CNCc1cccs1)Nc1ccc(N2CCCCCC2)cc1

screen / no.,31,32,33,34,35,36
aSyn 5UTR inh,38,-15,-5,-6,-2,-63
HSP90 refold inh,-2,1,2,2,/,-1
HIF activator,-0.7,-0.1,-0.4,-0.1,0.0,0.5
HSF1 activator,-14,10,96*,16,9,20
Platelet DG rel,-6,8,0,-10,-2,4
HDAC3 inh,-2,-2,6,-3,2,-7
IEC-6 cytotox,-2,6,-4,-2,/,-3
KLF5 inhibitor,-9,-15,-7,-14,/,-17
HSF1 inhib,3,1,50,-5,14,3
AI-2 QS modul,21,-3,23,3,28,-67

Reprinted at random: 2 entries already listed.
34	CCN(CC)CCOCCOC(=O)C(CC)(CC)c1ccccc1
35	COc1ccc(CNC(=O)Cc2csc(NC(=O)Nc3ccccc3OC)n2)cc1

screen / no.,34,35
aSyn 5UTR inh,-6,-2
HSP90 refold inh,2,/
HIF activator,-0.1,0.0
HSF1 activator,16,9
Platelet DG rel,-10,-2
HDAC3 inh,-3,2
IEC-6 cytotox,-2,/
KLF5 inhibitor,-14,/
HSF1 inhib,-5,14
AI-2 QS modul,3,28

Next records:
37	Cc1cc(C)c(S(=O)(=O)N2CCC(C(=O)NCc3ccco3)CC2)c(C)c1
38	NS(=O)(=O)c1ccc(NS(=O)(=O)/C=C/c2ccccc2)cc1
39	COc1ccc(OC)c(C(=O)Cn2c3[n+](c4ccc(C(F)(F)F)cc42)CCCCC3)c1
40	Brc1cccc(-c2nnc3sc(CNC4CCCC4)cn23)c1
41	COc1ccc(-n2c(Cc3cccn3C)nnc2SCC(=O)Nc2ccc(C)cc2)cc1
42	COC(=O)C1=C(N)Oc2cc(C)n(CC3CCCO3)c(=O)c2C1c1ccc(Cl)c(Cl)c1 (stereo not drawn)

screen / no.,37,38,39,40,41,42
aSyn 5UTR inh,-2,-9,13,-6,-1,31
HSP90 refold inh,-1,3,-3,1,-7,3
HIF activator,0.1,0.2,-0.3,-0.2,0.1,-0.4
HSF1 activator,54*,14,7,35,-6,29
Platelet DG rel,-1,4,2,-9,-1,-2
HDAC3 inh,0,/,1,0,4,0
IEC-6 cytotox,-5,-1,-2,4,1,-2
KLF5 inhibitor,-39,8,-19,10,-26,-17
HSF1 inhib,8,3,3,7,-3,15
AI-2 QS modul,-15,47,6,29,-25,8

43	COc1cc(C(CC(=O)Nc2cc(C)ccn2)N2Cc3ccccc3C2=O)cc(OC)c1OC (stereo not drawn)
44	CN(C1(C)CCS(=O)(=O)C1)S(=O)(=O)c1ccc2ccccc2c1 (stereo not drawn)
45	O=C(C1CCCCCC1)N1CC[C@@H](N2CCC(O)CC2)[C@H](O)C1
46	O=C(COc1coc(CN2CCc3ccccc3C2)cc1=O)Nc1cccc(Cl)c1
47	CCN1C(=O)[C@H]2[C@@H](c3ccc(C)cc3)N3C(=O)N(c4ccc(C(F)(F)F)cc4)C(=O)[C@@]3(CC(C)C)[C@H]2C1=O
48	O=C(Cc1ccc(NC2=NC3CS(=O)(=O)CC3S2)cc1)NCCc1ccccc1 (stereo not drawn)
49	CC12C(=O)N(Cc3ccccc3)C(=O)C1C1C=CC2C1 (stereo not drawn)

screen / no.,43,44,45,46,47,48,49
aSyn 5UTR inh,15,2,6,1,-5,-21,14
HSP90 refold inh,-2,/,-2,/,-3,-2,7
HIF activator,-0.4,3.0,-5.0,0.1,-1.8,-0.1,-0.6
HSF1 activator,7,3,1,-2,-8,-13,8
Platelet DG rel,-1,2,9,-2,-2,-4,0
HDAC3 inh,-4,9,-1,/,?,-13,-1
IEC-6 cytotox,-2,/,-9,/,1,-1,3
KLF5 inhibitor,-21,/,-41,/,-2,-23,-14
HSF1 inhib,-8,1,5,2,2,-2,-6
AI-2 QS modul,34,-3,24,-5,17,27,14

Assay outcomes: PubChem BioAssay, several laboratories
